Screens (PubChem BioAssay)
DSG3 Ab inh: inhibitors of pemphigus antibody binding to DSG3, primary screen, biochemical, bead-based, flow cytometry, scFv-GFP; binding (percent of control), % at 10 µM; hit rate 0.48% among 310,000; DSG3-coupled beads, scFv-anti-DSG3-GFP binding; stronger effect = lower value; AID 588358, 2011; Desmoglein-3 (Homo sapiens), P32926;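 active = binding more than 3 SD below its plate's average and above zero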; also: some compounds called inactive have numbers as strong as hits
V-ATPase pH: regulators of yeast V-ATPase proton pumping, primary screen, pHLuorin cytosolic pH fluorescence; S. cerevisiae; response, % at 10 µM; hit rate 0.37% among 350,000; AID 504577, 2011; in the data active = response mostly above about 7.3%, no sharp cut-off; inactive = mostly below about 5.4%; also: actives read high; inactives centre near 0; some compounds called inactive have numbers as strong as hits; reference of the scale not given here
HTR5A ag: HTR5A agonists in luminescence cell assay, primary screen, counter-screen for OPRM1-OPRD1 heterodimer agonist project, full-deck HTS; cell-based; 5-hydroxytryptamine receptor 5A (Homo sapiens), P47898; activation, % at 9.3 µM; hit rate 0.61% among 340,000; in the data active = activation mostly above about 9.5%, no sharp cut-off; inactive = mostly below about 7.6%;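 also: 0% = cells with vehicle only and 100% = reference agonist; strong numbers were not always called active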
Target sequence (P47898 whole entry, looked up): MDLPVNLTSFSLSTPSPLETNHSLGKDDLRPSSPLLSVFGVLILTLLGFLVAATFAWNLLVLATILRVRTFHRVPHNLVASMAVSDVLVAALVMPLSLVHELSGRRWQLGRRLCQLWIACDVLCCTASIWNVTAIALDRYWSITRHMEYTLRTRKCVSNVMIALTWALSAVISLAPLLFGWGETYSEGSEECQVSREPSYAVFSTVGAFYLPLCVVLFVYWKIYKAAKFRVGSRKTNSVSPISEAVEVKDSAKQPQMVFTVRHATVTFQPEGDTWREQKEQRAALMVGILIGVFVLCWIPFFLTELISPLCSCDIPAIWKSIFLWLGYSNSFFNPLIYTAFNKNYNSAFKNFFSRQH
DAGLB inh: DAGLB lipase inhibitors, primary screen, biochemical, fluorescence, HTS; Diacylglycerol lipase-beta (Homo sapiens), Q8NCG7; HEK293T DAGLB membrane lysate, EnzChek fluorogenic substrate; inhibition, % at 5.17 µM; hit rate 0.059% among 340,000; AID 504411, 2011; in the data active = inhibition above about 34%;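 also: 0% = enzyme with vehicle and 100% = wells lacking enzyme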
Target sequence (Q8NCG7 whole entry, looked up): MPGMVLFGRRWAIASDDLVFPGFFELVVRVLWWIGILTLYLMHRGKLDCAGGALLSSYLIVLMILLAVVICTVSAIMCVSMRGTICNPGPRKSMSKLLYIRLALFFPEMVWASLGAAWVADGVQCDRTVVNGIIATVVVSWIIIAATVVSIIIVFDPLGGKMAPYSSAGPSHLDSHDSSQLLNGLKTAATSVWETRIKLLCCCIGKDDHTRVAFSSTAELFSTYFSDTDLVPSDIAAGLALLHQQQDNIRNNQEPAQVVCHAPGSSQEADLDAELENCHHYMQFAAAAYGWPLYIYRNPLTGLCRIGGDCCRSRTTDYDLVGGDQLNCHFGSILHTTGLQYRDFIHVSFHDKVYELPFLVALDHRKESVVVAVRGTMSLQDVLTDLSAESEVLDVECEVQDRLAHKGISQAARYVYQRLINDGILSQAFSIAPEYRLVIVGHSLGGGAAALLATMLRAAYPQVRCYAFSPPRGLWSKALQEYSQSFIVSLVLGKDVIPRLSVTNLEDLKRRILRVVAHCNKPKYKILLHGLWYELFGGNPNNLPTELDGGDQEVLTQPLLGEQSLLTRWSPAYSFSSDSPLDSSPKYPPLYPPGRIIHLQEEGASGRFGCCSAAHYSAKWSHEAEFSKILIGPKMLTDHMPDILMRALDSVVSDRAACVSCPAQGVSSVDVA
PKA-R2B activ: activators of PKA-R2B holoenzyme, primary screen, biochemical, fluorescence polarization, Cy5-IP20, human | activation, % at 11.4 µM | hit rate 0.079% among 340,000 | PKA-R2B holoenzyme dissociation; R2B truncated from residue 108, S112A mutant; 0% DMSO only, 100% 113 µM cGMP | AID 504700, 2011;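 active = activation above a cutoff set at the mean over all compounds plus 3 SD, cut at about 18% in these data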;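 also: higher means more holoenzyme dissociation and a rise in polarization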
Arr AP2 block: inhibitors of beta-arrestin/AP2 binding, primary screen, biochemical, GPCR trafficking, flow cytometry. beta-arrestin 1 C-terminal peptide binding to AP2 beta2-adaptin appendage (human). FITC-arrestin peptide / GST-AP2 beads; AP2 beta2 appendage carries R879A mutation. inhibition, % at 10 µM. hit rate 0.31% among 340,000. AID 504490, 2011;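 active = inhibition above a set limit, near 3 SD of compounds lacking own fluorescence, cut at about 54% in these data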;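 also: plate controls were DMSO wells for no effect and 5 µM unlabelled arrestin peptide for full effect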
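Material – AP2 appendage R879A on GSH beads · Buffer or medium – PBS with 0.05% Tween 20 and 0.1% BSA · Probe or stimulus – fluorescein-tagged arrestin peptide at 50 nM final · Incubation – compound with beads 12 min RT, then probe 1 h RT · Detection – high-throughput flow cytometry of beads, ex 488, em 535 nm · Evaluation – percent response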
HTR5A inv ag: HTR5A inverse agonists in luminescence cell assay, primary screen, counter-screen for OPRM1-OPRD1 heterodimer inverse agonist project, full-deck HTS. hit rate 0.083% among 340,000. inhibition, % at 9.3 µM. HTR5A cell line, inverse agonism; in the data active = inhibition mostly above about 23%, no sharp cut-off; inactive = mostly below about 18%;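 also: 0% = cells with DMSO and 100% = no-cell wells with DMSO; some compounds called inactive have numbers as strong as hits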
PKA-R1A activ: activators of PKA-R1A holoenzyme, primary screen, biochemical, fluorescence polarization, Cy5-IP20, bovine R1A, mouse PKAc; hit rate 0.083% among 340,000; AID 504707, 2011; cAMP-dependent protein kinase type I-alpha regulatory subunit (Bos taurus) + …; activation, % at 11.4 µM; PKA-R1A dissociation; scaled: DMSO 0%, 113 µM cGMP 100%;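 active = percent activation above the mean of all tested compounds plus 3 SD, cut at about 19% in these data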;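 also: higher means more PKAc released from R1A so a rise in polarization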
OPRM1-OPRD1 ag: agonists of OPRM1-OPRD1 heterodimerization, primary screen, cell-based, luminescence | activation, % at 9.3 µM | cells | hit rate 0.3% among 340,000 | AID 504326, 2011; in the data active = activation above about 18%;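 also: 0% = vehicle-treated cells and 100% = reference agonist; values of inactives mirror those of a sister screen read the other way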
MOR-DOR inv ag: inverse agonists of MOR-DOR heterodimerization, primary screen, cell-based, luminescence; hit rate 0.21% among 340,000; cell-based MOR-DOR heterodimer luminescence, inverse agonism; Mu-type opioid receptor (Homo sapiens) + Delta-type opioid receptor (Homo sapiens), …; inhibition, % at 9.3 µM; in the data active = inhibition above about 22%, passing the limit was not always enough;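 also: 0% = cells with DMSO and 100% = wells without cells with DMSO; values of inactives mirror those of a sister screen read the other way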
Active calls of the source: *; · = no result given.

SMILES	DSG3 Ab inh	V-ATPase pH	HTR5A ag	DAGLB inh	PKA-R2B activ	Arr AP2 block	HTR5A inv ag	PKA-R1A activ	OPRM1-OPRD1 ag	MOR-DOR inv ag
CC(=O)c1ccc(NC(=O)C2CCCN(S(=O)(=O)c3ccc(-n4cnnn4)cc3)C2)cc1 (stereo unspecified)	94	4	-2	-2	3	23	3	15	-1.2	6
COc1ccc(NC(=O)CC2COc3ccccc3O2)c(OC)c1 (stereo unspecified)	109	6	1	-3	1	5	-36	0	-0.6	3
CS(=O)(=O)N1N=C(c2ccco2)CC1c1ccc(Cl)cc1Cl (stereo unspecified)	103	-4	0	-1	9	17	12	-3	-0.1	1
Cc1ccccc1NC(=S)N=Nc1c(O)n(C)c2ccc(S(=O)(=O)N3CCOCC3)cc12	96	1	0	6	-9	2	0	-9	3.3	-19
C=CCc1cc(Cl)ccc1OC(=O)Nc1cccc(Cl)c1	94	-3	2	-2	-7	-6	-7	-1	-0.5	3
COc1ccccc1Nc1cc(C(=O)NC2CCCC2)c2ccccc2n1	95	4	3	1	-2	25	-7	-2	-1.2	6
CCN(CC)CCCN1C=C2C(=O)C(C)(OC(=O)CCC(=O)OC)C(=O)C=C2C=C1C1CC1 (stereo unspecified)	105	3	-11	2	-1	14	27	-9	6.8	-37
O=C(CN1CCOCC1)NCCc1ccccc1	99	2	-2	0	9	-4	9	-4	-2.9	14
O=C(O)C(Cc1ccccc1N(CCO)CCO)N1C(=O)c2ccccc2C1=O (stereo unspecified)	97	7	-1	-2	-1	-7	3	-3	-1.8	10
Cc1ccc(-c2c[n+](CC(=O)Nc3nc(-c4ccccc4)cs3)c3n2CCC3)cc1	119	2	2	4	6	-11	-15	4	-2.3	12
O=C(NCC1CCCCC1)c1cc(S(=O)(=O)N2CCCCC2)ccc1N1CCOCC1	104	11*	2	0	-10	10	4	6	-2.8	14
COc1ccc(CN2CCNC(=O)C2CC(=O)NCC(C)(C)N2CCOCC2)cc1C (stereo unspecified)	101	2	0	1	4	-4	-9	8	-1.6	8
CCN(C[C@H]1N[C@@](Cc2ccccc2)(C(=O)OC)[C@H]2C(=O)N(C)C(=O)[C@@H]12)S(=O)(=O)c1ccc(-c2ccccc2)cc1	85	1	4	-5	3	3	-16	4	-1.2	6
Cc1cccc(Sc2ccc([N+](=O)[O-])cn2)c1	85	2	-1	-4	10	7	2	3	4.2	-28
C/C=C/c1ccc(OCC(=O)NNC(=O)CN(C)S(=O)(=O)c2ccc(C)cc2)c(OC)c1	100	2	-8	-2	-8	3	20	5	-2.4	10
O=C(Nc1ccccc1N1CCOCC1)c1cccc(Oc2ccccc2)c1	103	-4	-4	-12	-9	26	-10	-5	2.9	-24
CC(C)(C)c1ccc(-n2ncc3c2CCCC3NC(=O)C2(C(N)=O)CC2)cc1 (stereo unspecified)	103	-2	5	1	1	-1	-19	-5	2.1	-11
COCCSc1ccccc1C(=O)N1CCOCC1	100	-3	-1	2	-8	37	-7	3	-3.7	20
CCC(=O)Oc1cccc(C(=O)Nc2cccc(NC(=O)c3ccco3)c2)c1	107	1	1	-2	-10	-8	-4	2	-2.3	12
CCn1nc(C(=O)Nc2ccc(S(=O)(=O)Nc3nccs3)cc2)c2ccccc2c1=O	110	7	3	1	5	3	-21	-4	0.4	-2
O=C(O)C1C2C=CC(C2)C1C(=O)NC(c1ccccc1)c1ccccc1 (stereo unspecified)	107	-2	3	-1	6	5	-16	10	1.2	-7
CC(C)C[C@H]1CN=C(Nc2ccccc2)N1CC1CCC(C)CC1 (stereo partly specified)	103	-1	-3	4	-6	8	7	-3	-2.3	13
C[C@H](CO)N1C[C@H](C)[C@@H](CN(C)CC2CCCCC2)Oc2c(NS(=O)(=O)c3cn(C)cn3)cccc2C1=O	102	1	1	-2	0	26	-4	-12	-0.8	4
COc1ccc(Cl)cc1S(=O)(=O)N1CCN(C(=O)c2cc(OC)c(OC)c(OC)c2)CC1	111	4	6	-2	-13	-5	9	-9	-1.6	7
Cc1cccc(C)c1OCC(=O)Nc1cccc(S(=O)(=O)N2CCCC2)c1	104	6	-1	-1	0	-12	-23	5	1.0	-6
CC(=O)c1c(C)[nH]c(C(=O)Nc2nc(C)cs2)c1C	114	4	5	-1	10	-13	-13	-10	-2.2	11
Cc1cc2nc(-c3ccc(SCC(=O)N4CCc5ccccc54)nc3)[nH]c2cc1C	98	-1	-5	3	0	-5	11	-5	14	-84
COc1ccc(-c2cccc(C(=O)Nc3cccc(C(=O)O)c3)c2)cc1	90	2	5	2	2	-1	-8	-1	-1.6	8
O=C(CN1C(=O)/C(=C\c2ccccc2Br)Oc2ccccc21)NCCCN1CCOCC1	104	-1	2	2	6	-3	-12	-5	-1.3	7
Cc1[nH]c2ccc(C(=O)N3CCN(c4ccc(F)cc4)CC3)cc2c1C	104	-1	5	0	-4	9	12	-4	-1.0	5
CCOc1ccc2oc(C(=O)OC(C(=O)NC(N)=O)C(C)C)c(C)c2c1 (stereo unspecified)	89	-7	8	-1	-7	5	-4	-3	1.7	-9
Nc1ccc2c(c1)C(=NO)c1cc([N+](=O)[O-])ccc1-2	93	0	1	33	-2	12	-4	11	6.4	-33
CCN1CCN(C(c2cccs2)C(C)NS(=O)(=O)c2ccccc2)CC1 (stereo unspecified)	103	-1	3	0	5	3	-18	0	-0.1	0
O=C(CSc1nc2ccccc2[nH]1)c1ccco1	106	1	0	-2	1	4	-5	-12	-1.2	5
COc1ccc(-c2cc(C(F)(F)F)n3nc(C(=O)Nc4c(C)n(C)n(-c5ccccc5)c4=O)c(Cl)c3n2)cc1	110	-1	-1	-2	-7	3	3	-9	-2.1	11
CC[C@]12c3[nH]c4ccc(OC)cc4c3CCN1C(=O)C(CC(=O)NCCC1=CCCCC1)C[C@@H]2C(=O)N1CCN(C(=O)C2CC2)CC1 (stereo partly specified)	93	1	-2	-3	0	-2	6	1	-2.8	14
O=C(O)c1ccc(NC(=O)c2ccc3c(c2)C(=O)N(c2ccccc2)C3=O)cc1	95	-3	-3	1	-6	8	12	-8	-0.9	4
CC(Oc1ccc(F)cc1F)C(=O)NNC(=S)NCC1CCCO1 (stereo unspecified)	108	2	1	0	-8	-22	-4	-20	-4.2	24
Cc1ccc(SCCC(=O)Nc2ccccc2C(=O)NC2CCCCC2)cc1	94	2	4	-7	-7	2	-11	-4	-0.3	2
Oc1ccc(/C=N/NC(=S)Nc2cccnc2)c(O)c1	·	0	6	2	-7	7	-8	-8	-3.6	19

Twelve neighbouring records already listed, for reference:
SMILES	DSG3 Ab inh	V-ATPase pH	HTR5A ag	DAGLB inh	PKA-R2B activ	Arr AP2 block	HTR5A inv ag	PKA-R1A activ	OPRM1-OPRD1 ag	MOR-DOR inv ag
O=C(CN1C(=O)/C(=C\c2ccccc2Br)Oc2ccccc21)NCCCN1CCOCC1	104	-1	2	2	6	-3	-12	-5	-1.3	7
Cc1[nH]c2ccc(C(=O)N3CCN(c4ccc(F)cc4)CC3)cc2c1C	104	-1	5	0	-4	9	12	-4	-1.0	5
CCOc1ccc2oc(C(=O)OC(C(=O)NC(N)=O)C(C)C)c(C)c2c1 (stereo unspecified)	89	-7	8	-1	-7	5	-4	-3	1.7	-9
Nc1ccc2c(c1)C(=NO)c1cc([N+](=O)[O-])ccc1-2	93	0	1	33	-2	12	-4	11	6.4	-33
CCN1CCN(C(c2cccs2)C(C)NS(=O)(=O)c2ccccc2)CC1 (stereo unspecified)	103	-1	3	0	5	3	-18	0	-0.1	0
O=C(CSc1nc2ccccc2[nH]1)c1ccco1	106	1	0	-2	1	4	-5	-12	-1.2	5
COc1ccc(-c2cc(C(F)(F)F)n3nc(C(=O)Nc4c(C)n(C)n(-c5ccccc5)c4=O)c(Cl)c3n2)cc1	110	-1	-1	-2	-7	3	3	-9	-2.1	11
CC[C@]12c3[nH]c4ccc(OC)cc4c3CCN1C(=O)C(CC(=O)NCCC1=CCCCC1)C[C@@H]2C(=O)N1CCN(C(=O)C2CC2)CC1 (stereo partly specified)	93	1	-2	-3	0	-2	6	1	-2.8	14
O=C(O)c1ccc(NC(=O)c2ccc3c(c2)C(=O)N(c2ccccc2)C3=O)cc1	95	-3	-3	1	-6	8	12	-8	-0.9	4
CC(Oc1ccc(F)cc1F)C(=O)NNC(=S)NCC1CCCO1 (stereo unspecified)	108	2	1	0	-8	-22	-4	-20	-4.2	24
Cc1ccc(SCCC(=O)Nc2ccccc2C(=O)NC2CCCCC2)cc1	94	2	4	-7	-7	2	-11	-4	-0.3	2
Oc1ccc(/C=N/NC(=S)Nc2cccnc2)c(O)c1	·	0	6	2	-7	7	-8	-8	-3.6	19

Further compounds
SMILES	DSG3 Ab inh	V-ATPase pH	HTR5A ag	DAGLB inh	PKA-R2B activ	Arr AP2 block	HTR5A inv ag	PKA-R1A activ	OPRM1-OPRD1 ag	MOR-DOR inv ag
Cc1ccc(SCCN)cc1C	91	2	4	0	-4	9	-10	-7	-2.2	14
Cc1ccccc1CC1(CO)CCCN(C(=O)Cc2c(F)ccc(F)c2F)C1 (stereo unspecified)	110	-3	-8	-3	-4	6	-10	0	-0.2	1
Cn1c(SCc2ccccc2Cl)nc(C(F)(F)F)cc1=O	99	0	-2	-7	0	10	13	3	6.7	-36
COc1ccc(CCn2c(-c3ccco3)nc3nc4ccccc4nc32)cc1	71	3	3	0	-2	5	3	-6	4.0	-22
O/N=C/c1ccc(OCc2ccccc2F)c(Cl)c1	·	-3	-1	-3	3	23	14	-8	8.6	-44
C/C(CC(=O)Nc1ccc(Cl)c(Cl)c1)=N\NC(=O)C(=O)N1CCCCC1	98	0	6	2	-8	-8	-40	-3	-1.1	6
COc1ccc(NC(=O)CSCC(=O)N2CCN(c3cccc(C(F)(F)F)c3)CC2)cc1	83	-1	0	-1	9	-11	0	-3	-1.2	5
CCOC(=O)c1ccc(CNC(=O)c2n[nH]c(=O)c3ccccc23)o1	·	3	3	-1	8	2	-12	17	-3.8	17
CCCSc1cc(N2CCCC2)nc(-c2ccccc2)n1	102	-1	10	-2	0	4	-27	-3	1.7	-9
NC(=O)CSc1nc2c(c(=O)n1-c1ccccc1)C1(CCCCC1)Cc1ccccc1-2	99	1	-3	-2	-8	63*	10	0	-2.1	11
